K1F lysis inhibition – inhibition of K1F phage lysis, E. coli UTI89, bacterial capsule biogenesis inhibitors, alamar blue (AID 488966) | inhibition, % at 100 µM, or IC50 in µM where a hit was titrated | 0.02% of 340,000 active | E. coli UTI89 K1F phage lysis, alamar blue, 2 h; higher % means a stronger effect;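 active = phage lysis inhibition, versus mean bacterial control, above a set limit; inconclusive = no clear call, values can overlap the other calls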;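 note: capsule biogenesis inhibitors block K1F phage lysis so surviving cells raise fluorescence; higher fluorescence means more inhibition of phage lysis; actives were called in the ten point dose series up to 300 µM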
T cell HTS – T cell immune modulators affecting CD8 T cell-vesicle binding. 2C CD8+ T cell-vesicle binding, flow cytometry; stronger effect = lower value. calls only at 7 µM. 0.068% of 330,000 active. AID 2052;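 active = response, share of CD8 T cells binding vesicles, and their 90th percentile fluorescence all below set limits, cut at about 80% in these data, passing the limit was not always enough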
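Read-out – percent CD8+ FL2 mean versus row control · System – murine 2C transgenic CD8+ T lymphocytes · Times – 1.5 h cell–vesicle binding at 37 °C, then 20 min icy labelling · Control set – naked vesicles low, QL9 vesicles with vehicle high · Detection – cytometric PE anti-B7-1 and Alexa647 anti-CD8 signals after 1% paraformaldehyde fixation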
NTR1 agonist – NTR1-driven beta-arrestin-GFP spot formation – imaging, U2OS cells, high content, primary screen (AID 493036); 0.17% of 330,000 active; agonist mode; activation, % at 20 µM; P30989;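 active = activation at or above 40% of the spot to cytoplasm intensity ratio, with at least 20 cells analyzed; inconclusive = wells under 20 cells, flagged as cytotoxic or low count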;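 note: 0% = DMSO without peptide and 100% = 100 nM NTR1 peptide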
Target sequence (P30989 whole entry, looked up): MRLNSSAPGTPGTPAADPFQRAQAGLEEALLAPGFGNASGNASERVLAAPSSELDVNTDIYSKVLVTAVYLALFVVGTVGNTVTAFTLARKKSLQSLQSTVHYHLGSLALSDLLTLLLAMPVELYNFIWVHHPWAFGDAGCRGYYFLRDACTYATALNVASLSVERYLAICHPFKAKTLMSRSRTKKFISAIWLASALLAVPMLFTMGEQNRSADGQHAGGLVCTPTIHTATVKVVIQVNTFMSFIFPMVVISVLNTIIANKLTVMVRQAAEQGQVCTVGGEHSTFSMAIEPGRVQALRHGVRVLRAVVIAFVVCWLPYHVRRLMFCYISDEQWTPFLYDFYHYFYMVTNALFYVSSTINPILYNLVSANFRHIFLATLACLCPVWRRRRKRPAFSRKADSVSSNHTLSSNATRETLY
NS5 inhibitors – flavivirus cap methylation enzyme inhibition – biochemical, confirmation dose response, primary screen (AID 588689); inhibition, % at 25 µM, or IC50 in µM where a hit was titrated; 0.3% of 340,000 active; Dengue-2 NS5 methyltransferase capping enzyme assay, biochemical; higher % means a stronger effect; in the data active = a potency from the dose series; inconclusive = inhibition above about 29% without an active follow-up result
RSV antiviral HEp-2 – RSV antiviral activity via CPE protection, HEp-2 cells, primary 10 µM value included (AID 2391); HEp-2 cells, RSV-induced CPE inhibition; higher % means a stronger effect; one-dose CPE inhibition, % at 10 µM; IC50 in µM for titrated hits; 0.13% of 310,000 active; in the data active = a potency from the dose series; inconclusive = CPE inhibition mostly from about 23% at the one dose, without a potency; inactive = the rest, 99 in 100 with CPE inhibition below about 21%; note: strong numbers were not always called active
PhoP inhibition – inhibitors of PhoP regulon expression, primary screen, Salmonella Typhimurium, GFP reporter (AID 1863); S. Typhimurium PhoP-regulated promoter GFP reporter, 4 h; higher % means a stronger effect; inhibition, % at 50 µM, or IC50 in µM where a hit was titrated; 0.16% of 300,000 active;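 active = inhibition over 29.93%, a cutoff 3 SD above the screen mean, later confirmed by dose response; inconclusive = inhibition over 29.93% but no dose response follow-up; inactive = inhibition at most 29.93% or unconfirmed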;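 note: 0% = low Mg2+ inducing control and 100% = high Mg2+ repressing control; strong numbers were not always called active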
SV40 large T antigen – SV40 large T antigen inhibitors, biochemical (AID 1903); SV40 large T antigen ATPase/helicase inhibition assay; higher % means a stronger effect; inhibition, % at 20 µM, or IC50 in µM where a hit was titrated; 0.39% of 310,000 active; in the data active = a potency from the dose series; inconclusive = inhibition mostly from about 32% at the one dose, without a potency; inactive = the rest, 99 in 100 with inhibition below about 32%; note: strong numbers were not always called active
MgcRacGAP inhibition – MgcRacGAP GTPase-activating activity inhibitors, confirmation, biochemical, ADP Hunter fluorescence | MgcRacGAP-stimulated Rac1 GTP hydrolysis, ADP Hunter fluorescence; higher % means a stronger effect; GST-tagged Rac1 F28L mutant substrate | 0.6% of 340,000 active | AID 624330 | one-dose inhibition, % at 30 µM; IC50 in µM for titrated hits;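 active = first-screen hits whose inhibition reached a set limit at any dose in the follow-up dose series; inconclusive = inhibition above the set first-screen limit but never retested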;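 note: fluorescence reports GDP produced by GAP-driven GTP hydrolysis; strong numbers were not always called active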
West Nile virus CPE – West Nile virus antiviral activity, cell-based, CPE readout (AID 1621); West Nile virus-infected cells, CPE inhibition; higher % means a stronger effect; CPE inhibition, % at 10 µM, or IC50 in µM where a hit was titrated; 0.02% of 290,000 active; in the data active = a potency from the dose series; inconclusive = CPE inhibition mostly from about 3.7% at the one dose, without a potency; inactive = the rest, 99 in 100 with CPE inhibition below about 2.2%; note: strong numbers were not always called active
T cell HTS vesicle-bound % – also measured in T cell HTS; calls as there; double positive events, %; measured here: CD8+ vesicle-bound cell fraction;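 binding gate set so that unloaded-vesicle control wells show 10% double positive cells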
NTR1 agonist cell count 20 µM – further read-out of NTR1 agonist, marked with its call; cell count; measured here: cell count, cytotoxicity flag
NS5 inhibitors pilot replicate – second read-out of NS5 inhibitors, no call of its own (marks repeat the call); inhibition, %; measured here: pilot screen replicate inhibition
* = called active by the depositor; i = inactive; ? = inconclusive; . = no result given; & = joins results of further samples; [ ] = another dose, or the depositor's remark.

SMILES | K1F lysis inhibition | T cell HTS | T cell HTS vesicle-bound % | NTR1 agonist | NTR1 agonist cell count 20 µM | NS5 inhibitors | RSV antiviral HEp-2 | PhoP inhibition | SV40 large T antigen | MgcRacGAP inhibition | West Nile virus CPE | others
O=C(NCC(=O)N(CC1CCCO1)C(C(=O)NC1CCCCC1)c1ccccc1)c1ccco1 (centres undefined) | 1.5% | i | 57.5 | 4.2 | 86 | -5.3% | 0.4% | -7.5% | 28.2% | 4.8% | -0.5%
O=C(COC(=O)c1ccccn1)Nc1nc(-c2ccccc2)cs1 | 0.1% | i | 12.1 | 2.7 | 56 | -1.6% | 1.9% | 9.3% | -2.5% | -0.2% | 0.0%
Cc1nc(COc2cc3oc(=O)cc(C)c3cc2Cl)cs1 | 0.3% | i | 21.0 | 20.2 | 51 | 3.2% | 0.5% | -4.7% | 5.9% | 9.2% | -0.8%
O=S(=O)(c1ccc(Cl)cc1)n1ccc2cccnc21 | 0.4% | i | 20.7 | -0.2 | 72 | -5.6% | 1.1% | 2.7% | 4.6% | 9.1% | -0.4%
Cc1ccc(C)c(NS(=O)(=O)c2ccc3[nH]c(=O)[nH]c3c2)c1 | -0.9%[50 µM] | i | 57.1 | 0.0 | 67 | 0.0% | 1.8% | -6.3% | 11.7% | 5.2% | 0.1%
Cc1ccc(C(=O)N2CCN(C)CC2)cc1S(=O)(=O)N1CCCCC1 | -0.1% | . | . | . | . | -0.7% | . | 0.1% | 13.6% | 9.9% | 0.2%
Cc1cc(N)n(-c2ccc(Oc3ccccc3)c(S(=O)(=O)O)c2)n1 | 1.2% | . | . | -0.7 | 75 | -12.3% | . | 2.6% | 19.1% | 1.5% | -0.4%
O=C(O)CCC(=O)N(Cc1cccs1)Cc1cccs1 | -0.1% | i | 43.3 | -0.3 | 102 | -8.8% | 2.4% | -6.1% | 12.9% | 8.6% | 0.0% | NS5 inhibitors pilot replicate=3.0
COC(=O)c1ccc(NC(=S)NC(=O)c2cc(-c3ccccc3)nc3ccccc23)cc1 | 2.1% | i | 19.9 | 0.5 | 67 | -2.4% | 3.9% | -11.0% | 0.8% | 6.0% | .
O=C(NCc1cccnc1)C(=O)NCC(c1ccco1)N1CCN(c2ccccc2F)CC1 (centres undefined) | 6.0% | i | 4.6 | 0.2 | 71 | -0.4% | 0.6% | -1.7% | 7.2% | 5.7% | -1.3%
Cc1ccc2nc(C)c(C)nc2c1N | 0.4% | i | 58.8 | -1.0 | 48 | -3.4% | 1.5% | 10.9% | 17.3% | 11.8% | 0.4%
CC(C)C(NC(=O)c1ccccc1)C(=O)OCc1cc([N+](=O)[O-])cc2c1OCOC2 (centres undefined) | -0.3% | i | 43.9 | 0.5 | 74 | 3.6% | -0.6% | -7.6% | 14.4% | 5.5% | -0.5%
COc1cc(/C=C/c2ccc(O)cc2)cc(OC)c1 | -0.9% | i | 26.8 | 0.0 | 87 | 2.1% | 3.6% | -0.8%&-1.9% | 2.0%&11.3% | ? | -0.1%
CSc1oc(-c2ccc(F)cc2)nc1S(=O)(=O)c1ccccc1 | 3.2% | i | 20.5 | 0.8 | 46 | -3.4% | -0.1% | -8.6% | 2.9% | 10.2% | -0.4%
COc1ccccc1N1CCN(C(=O)c2cc(-c3cccs3)on2)CC1 | -0.1% | i | 6.9 | 3.5 | 64 | -5.6% | 5.8% | -8.4% | 22.1% | 12.1% | 0.4%
COc1ccc(-c2cc(C(=O)Nc3ccc4c(c3)OCO4)no2)cc1 | 0.0% | i | 8.2 | 0.5 | 48 | -5.0% | 0.9% | 4.7% | 0.7% | 3.9% | -0.3%
COc1nnc(-c2ccc(C)c(S(N)(=O)=O)c2)c2ccccc12 | 0.1% | i | 40.9 | -0.7 | 90 | -9.1% | 0.9% | 3.5% | 6.2% | 7.4% | -0.4%
O=C(NOCc1ccccc1)c1ccccc1 | 0.7% | i | 39.1 | -0.5&-4.9 | 62&94 | -8.0% | -1.2% | 5.5% | 10.4% | 9.8%&7.0% | .
CCOC(=O)C1CCN(Cc2c(O)c3ccccc3oc2=O)CC1 | -0.2% | i | 64.7 | 1.0 | 92 | 2.7% | 1.9% | -6.2% | 15.3% | 9.6% | -0.1%
NC(=O)C1CCN(C(=O)c2ccc3c(=O)n(Cc4ccco4)c(SCC(=O)c4ccccc4)nc3c2)CC1 | 0.4% | i | 39.1 | 0.1 | 40 | -3.0% | 2.4% | -2.5% | 5.2% | 9.2% | 0.2%
COc1ccc(CN2CC(C(=O)NCCCN3CCCCCC3)CC2=O)cc1 (centres undefined) | 1.7% | i | 62.5 | 0.7 | 34 | -8.8% | 0.8% | -3.8% | 7.2% | 8.8% | 0.4%
CCC(=O)Nc1cc2c3c(c1)CCN3C(=O)CC2 | 0.5% | i | 19.3 | 0.2 | 61 | 2.7% | 0.7% | -3.0% | 9.3% | 13.8% | -0.2%
S=C(NCc1ccc(Cl)cc1)Nc1ccccc1 | 0.4% | i | 60.9 | 0.6 | 68 | -10.0% | 2.2% | 2.4% | 3.4% | 11.5% | -0.9%
CCn1c(N)c(C(N)=O)sc1=S | 1.0% | i | 54.3 | 0.7 | 50 | -7.7% | 0.6% | 2.1% | 7.2% | 13.8% | 0.1%
CCN(CC)CCCN(C(=O)c1ccc(F)cc1)c1nc(-c2ccc(OC)cc2)cs1 | 0.6% | i | 58.7 | 1.8 | 66 | . | 1.9% | -4.0% | 9.6% | 15.0% | 0.1%
COc1cc(C)ccc1OCCCCNCc1ccccc1 | -0.1% | i | 51.8 | 0.4 | 62 | 7.3% | -0.2% | -0.2% | 6.0% | 23.6% | -0.7%
COc1ccc(N2CCN(/C(=N\S(=O)(=O)c3ccc(C)cc3)Nc3nc(C)cc(C)n3)CC2)cc1 | 0.2% | i | 31.7 | 1.8 | 78 | 3.4% | 2.0% | 1.7% | 8.8% | 13.4% | -1.5% | NS5 inhibitors pilot replicate=-1.5
Cc1c(NC(=S)N/N=C/c2ccc([N+](=O)[O-])cc2O)c(=O)n(-c2ccccc2)n1C | 0.0% | i | 34.1 | 3.0 | 56 | 3.1% | -0.4% | 7.3% | 21.9% | 12.4% | 0.3%
COc1cccc(C(=O)NNC(=O)C(=O)Nc2ccc(OC)cc2OC)c1 | 0.1% | i | 11.9 | 0.0 | 57 | 0.8% | 1.0% | 5.1% | 4.3% | 10.0% | 1.1%
O=C(Nc1ccc(Cl)cc1)N1CCCN(Cc2ccccc2F)C1 | -2.4% | i | 16.1 | 1.5 | 67 | -9.6% | -3.0% | 22.1% | 12.1% | 11.8% | 0.8%
c1ccc(C(c2ccccc2)N2CCN(Cc3nc(-c4cnccn4)no3)CC2)cc1 | 0.1% | i | 40.4 | 1.2 | 62 | -0.9% | 2.0% | -2.8% | 13.1% | 9.9% | -0.6%
Cc1cccc(NC(=O)CSc2nc(C)nc3c2c(=O)n(C)c(=O)n3C)c1 | 0.4% | . | . | . | . | -2.1% | . | 4.3% | -1.3% | 3.7% | -0.1%
O=C(c1cccs1)N1CCCC(c2nc(-c3ccc(F)cc3)no2)C1 (centres undefined) | 7.3% | i | 52.0 | -0.7 | 73 | -5.7% | 0.6% | 7.2% | 2.8% | -3.9% | -1.1%
COC(=O)c1ccccc1NC(=O)c1ccc(COc2ccccc2)o1 | 2.5% | i | 36.3 | 6.2 | 72 | 0.8% | 10.3% | 3.6% | 3.3% | 1.2% | -0.8%
O=C(CN1CCCC1)Nc1ccc(Cl)cc1C(F)(F)F | 0.1% | i | 20.5 | 1.9 | 43 | -3.1% | 14.3% | -2.4% | 9.0% | 4.0% | -0.2%
CC(=O)N1c2ccccc2Sc2ccccc21 | 0.4% | i | 59.2 | -0.4 | 76 | -2.3% | 2.4% | 11.8% | 12.5% | -3.7% | -0.5%
COc1cccc(/C=N/NC(=S)NC2CC3CC2C2C=CCC32)c1O (centres undefined) | -1.0% | i | 35.0 | 0.6 | 42 | -5.4% | . | -9.8% | 11.8% | -3.8% | 0.1%
CS(=O)(=O)N1CCCC(C(=O)NCc2ccccc2Cl)C1 (centres undefined) | 0.2% | i | 22.8 | 0.4 | 63 | -3.5% | -0.9% | -1.2% | 9.6% | 3.5% | -0.5%
CCOC(=O)c1nnsc1NC(=O)Nc1ccc(OC)cc1 | 0.2% | i | 21.0 | -1.7 | 46 | -1.6% | 0.8% | 0.1% | 6.6% | 5.0% | -0.5%
C=CCN1C(=O)C2C(C(=O)NCc3ccccc3)C3C=CC2(O3)C1C(=O)NC(C)(C)C (centres undefined) | 0.2% | i | 30.9 | -1.0 | 88 | 6.2% | 0.8% | -3.0% | 8.4% | 4.4% | 0.4%
C=CC[C@@H](CC(=O)NCCO)C(=O)NC[C@H](OC(=O)[C@@H](CC=C)Cc1ccc(F)cc1)c1ccccc1 | 2.4% | i | 29.3 | 1.1 | 60 | -0.8% | . | . | . | 9.3% | .
CCn1cc(S(=O)(=O)CC(=O)Nc2ccc(OC)cc2)c2ccccc21 | -1.8% | i | 26.0 | 0.4 | 54 | -4.9% | 4.2% | -1.8% | 11.6% | -2.4% | -0.1%
Cc1nn2c(-c3ccc(Cl)cc3Cl)nnc2s1 | 0.3% | i | 36.5 | 1.1 | 53 | -4.2% | 3.7% | 21.2% | -2.7% | 6.2% | 0.1%
CN1CCN(S(=O)(=O)c2ccc(C#N)cc2)C(c2ccccc2)C1 (centres undefined) | 0.5%[50 µM] | i | 53.5 | 3.7 | 50 | -7.0% | 0.0% | . | . | 4.8% | .
COc1ccc(/C=C2\CN(Cc3ccccc3)C/C(=C\c3ccc(OC)cc3OC)C2=O)c(OC)c1 | -0.3% | i | 56.2 | 3.4 | 61 | -7.3% | 0.5% | 20.4% | -2.8% | 5.0% | .
O=C(Cn1cc(/C=N/NC(=O)c2cccc3ccccc23)c2ccccc21)Nc1ccc(F)cc1 | 0.4% | i | 42.0 | 1.6 | 50 | -28.9% | 10.3% | 1.7% | 11.2% | 1.0% | 0.1%
COc1cccc(CC2(CO)CCN(Cc3ccc(NC(C)=O)cc3)CC2)c1 | 0.4% | i | 6.4 | -0.2 | 32 | -8.5% | -1.3% | -0.3% | 24.6% | -2.3% | -0.7%
O=C(c1nnsc1S(=O)c1ccc(Cl)cc1)N1CCOCC1 (centres undefined) | -1.9% | . | . | 7.3 | 78 | -27.3% | . | -13.6% | 31.6µM* | ? | -1.9%

Screens from PubChem.

Compounds were not picked by outcome. About 1.5% of those tested had a hit in this group.
